NSD2 block: inhibitors of human NSD2, primary screen, biochemical, plate reader, single point | NSD2-SET H3K36me1 DELFIA fluorescence | Histone-lysine N-methyltransferase NSD2 (Homo sapiens), O96028 | 44,000 compounds, 0.07% hits | inhibition, % at 12.5 µM; in the data active means inhibition above about 54%, passing the limit was not always enough;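 further: inhibitors reduce the monomethyl H3K36 fluorescence signal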
Target sequence (O96028 whole entry, looked up): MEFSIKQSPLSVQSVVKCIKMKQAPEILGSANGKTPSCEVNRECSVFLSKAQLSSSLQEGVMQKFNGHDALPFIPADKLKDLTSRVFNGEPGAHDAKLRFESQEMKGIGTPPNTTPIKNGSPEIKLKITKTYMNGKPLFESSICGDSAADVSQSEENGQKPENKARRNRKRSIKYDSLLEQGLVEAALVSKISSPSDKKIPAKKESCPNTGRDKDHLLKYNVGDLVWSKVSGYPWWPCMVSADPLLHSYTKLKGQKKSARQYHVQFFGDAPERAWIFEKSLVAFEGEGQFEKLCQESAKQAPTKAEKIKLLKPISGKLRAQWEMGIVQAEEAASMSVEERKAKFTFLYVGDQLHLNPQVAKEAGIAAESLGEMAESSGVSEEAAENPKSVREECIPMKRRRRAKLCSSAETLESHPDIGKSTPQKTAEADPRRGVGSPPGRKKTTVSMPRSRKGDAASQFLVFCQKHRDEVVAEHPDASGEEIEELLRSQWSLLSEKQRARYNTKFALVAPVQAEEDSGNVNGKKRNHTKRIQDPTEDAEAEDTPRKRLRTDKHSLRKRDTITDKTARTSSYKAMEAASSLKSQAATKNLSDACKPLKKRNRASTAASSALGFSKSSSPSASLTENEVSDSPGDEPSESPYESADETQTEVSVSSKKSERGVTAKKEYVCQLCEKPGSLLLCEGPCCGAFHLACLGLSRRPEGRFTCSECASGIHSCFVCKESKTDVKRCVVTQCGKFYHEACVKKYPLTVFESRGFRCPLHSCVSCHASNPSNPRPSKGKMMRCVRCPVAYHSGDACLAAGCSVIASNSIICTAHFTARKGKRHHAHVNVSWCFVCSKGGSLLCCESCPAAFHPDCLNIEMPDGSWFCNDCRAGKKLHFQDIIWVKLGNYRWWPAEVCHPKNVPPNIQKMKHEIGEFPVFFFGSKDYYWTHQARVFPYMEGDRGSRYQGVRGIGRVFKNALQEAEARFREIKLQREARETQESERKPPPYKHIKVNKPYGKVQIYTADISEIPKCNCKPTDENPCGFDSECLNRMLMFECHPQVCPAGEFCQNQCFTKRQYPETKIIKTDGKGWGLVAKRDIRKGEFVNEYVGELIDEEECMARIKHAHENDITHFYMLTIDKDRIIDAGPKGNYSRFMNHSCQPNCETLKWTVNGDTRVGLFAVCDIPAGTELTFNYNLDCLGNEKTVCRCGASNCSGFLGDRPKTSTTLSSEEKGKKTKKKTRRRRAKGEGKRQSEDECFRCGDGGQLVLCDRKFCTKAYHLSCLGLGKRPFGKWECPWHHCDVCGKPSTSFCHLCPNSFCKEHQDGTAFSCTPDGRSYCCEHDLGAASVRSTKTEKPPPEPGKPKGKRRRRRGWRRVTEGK
Numbers without * were called inactive.

cpd | NSD2 block | compound
1 | 2 | C[C@@H]1CN([C@@H](C)CO)C(=O)c2cc(NC(=O)CCC(F)(F)F)ccc2O[C@@H](C)CCCCO[C@@H]1CN(C)S(=O)(=O)c1cccs1
2 | 0 | CN(C)CC(=O)Nc1ccc2c(c1)[C@@H]1C[C@H](CC(=O)N3CCc4ccccc4C3)O[C@H](CO)[C@@H]1O2
3 | 2 | COc1ccc(S(=O)(=O)N(C)C[C@@H]2Oc3ncc(Br)cc3C(=O)N([C@H](C)CO)C[C@@H]2C)cc1
4 | 0 | CCC(=O)N(C)C[C@@H]1Oc2cc(C#Cc3ccccn3)ccc2S(=O)(=O)N([C@H](C)CO)C[C@@H]1C
5 | 5 | COc1ccc(CN(C)C[C@@H]2Oc3ccc(NC(=O)CCC(F)(F)F)cc3C(=O)N([C@@H](C)CO)C[C@@H]2C)cc1
6 | -7 | CCCC#Cc1ccc2c(c1)O[C@H](CN(C)C(=O)Nc1ccccc1F)[C@@H](C)CN([C@H](C)CO)S2(=O)=O
7 | -3 | CC(C)C#Cc1cnc2c(c1)C(=O)N([C@H](C)CO)C[C@H](C)[C@H](CN(C)C(=O)c1ccccc1)O2
8 | 10 | CCN[C@H]1CN(CCCOC)S(=O)(=O)c2sc(S(N)(=O)=O)cc21
9 | -7 | CC1=Nc2ccc(C)cc2/C1=C\c1c(N)n2nc(S(=O)(=O)CC(C)C)sc2nc1=O
10 | -4 | C[C@@H]1CN([C@@H](C)CO)C(=O)c2c(c3ccccc3n2C)-c2ccccc2CO[C@@H]1CN(C)C(=O)[C@H](Cc1ccccc1)N(C)C
11 | 2 | O=C(C[C@@H]1C=C[C@H](NC(=O)CCN2CCCCC2)[C@H](CO)O1)NCc1ccc(Cl)c(Cl)c1
12 | -1 | C[C@H]1CN([C@@H](C)CO)C(=O)Cc2cc(NS(=O)(=O)c3ccccc3)ccc2O[C@H]1CN(C)S(=O)(=O)c1ccc(Cl)cc1
13 | -15 | CCC(=O)N(C)C[C@@H]1Oc2cc(-c3cncnc3)ccc2S(=O)(=O)N([C@H](C)CO)C[C@H]1C
14 | -2 | C[C@H](CO)N1C[C@H](C)[C@H](CN(C)Cc2ccccn2)Oc2ncc(C#Cc3ccc(F)cc3)cc2C1=O
15 | -4 | COc1ccc(CN(C)C[C@@H]2Oc3ccc(NC(=O)Cc4ccccc4)cc3CC(=O)N([C@H](C)CO)C[C@@H]2C)cc1
16 | -3 | O=C(C[C@@H]1C=C[C@@H](NC(=O)CCN2CCCCC2)[C@H](CO)O1)Nc1ccc(-c2ccccc2)cc1
17 | 2 | O=C(C[C@H]1C=C[C@H](NC(=O)CN2CCOCC2)[C@H](CO)O1)NC1CCCCC1
18 | 5 | CCC(=O)N(C)C[C@H]1Oc2ncc(-c3cccc(OC)c3)cc2C(=O)N([C@@H](C)CO)C[C@H]1C
19 | 3 | Cc1ccc(S(=O)(=O)N(C)C[C@H]2Oc3ccc(NC(=O)C4CC4)cc3C(=O)N([C@@H](C)CO)C[C@@H]2C)cc1
20 | 0 | C[C@@H]1CN([C@H](C)CO)C(=O)c2cc(-c3ccccc3F)cnc2O[C@@H]1CN(C)Cc1ccccc1
21 | 18 | C[C@@H]1CCCCO[C@H](CN(C)Cc2ccccc2)[C@@H](C)CN([C@H](C)CO)C(=O)c2cc(NC(=O)CCCN(C)C)ccc2O1
22 | -13 | Cc1noc(C)c1S(=O)(=O)Nc1ccc2c(c1)CC(=O)N([C@@H](C)CO)C[C@H](C)[C@@H](CN(C)Cc1ccc(C(F)(F)F)cc1)O2
23 | 7 | C[C@@H]1CN([C@H](C)CO)C(=O)CCCn2nncc2CO[C@@H]1CN(C)C(=O)C1CC1
24 | -1 | COc1ccc(S(=O)(=O)Nc2ccc3c(c2)CC(=O)N([C@@H](C)CO)C[C@@H](C)[C@H](CN(C)S(=O)(=O)c2c(C)noc2C)O3)cc1
25 | 8 | C[C@@H]1CN([C@H](C)CO)C(=O)c2cc(NC(=O)Cc3ccccc3)ccc2O[C@@H]1CN(C)Cc1ccncc1
26 | -2 | COc1ccc(NC(=O)Nc2ccc3c(c2)C(=O)N([C@H](C)CO)C[C@@H](C)[C@@H](CN(C)S(=O)(=O)c2ccc(F)cc2)OCCCC[C@H](C)O3)cc1
27 | -3 | C[C@H](CO)N1C[C@H](C)[C@H](CN(C)Cc2ccc(C(=O)Nc3ccccc3N)cc2)Oc2c(NS(=O)(=O)c3ccc(Cl)cc3)cccc2C1=O
28 | 0 | C[C@H]1CN([C@@H](C)CO)C(=O)c2cc(NC(=O)CCN3CCOCC3)ccc2O[C@@H]1CN(C)Cc1ccc(C(=O)Nc2ccccc2N)cc1
29 | 3 | C[C@H](CO)N1C[C@H](C)[C@@H](CN(C)C(=O)c2ccc3c(c2)OCO3)Oc2cc(-c3ccccc3)ccc2S1(=O)=O
30 | -4 | COc1ccc(C#Cc2ccc3c(c2)[C@]2(C(=O)N3)[C@H](c3ccccc3OCCO)N3[C@H](c4ccccc4)[C@H](c4ccccc4)OC(=O)[C@H]3[C@@H]2C(=O)N2CCN(c3ncccn3)CC2)cc1
31 | -4 | C[C@@H]1CN([C@H](C)CO)C(=O)c2cccc(NC(=O)Nc3ccc(F)cc3)c2O[C@@H]1CN(C)S(=O)(=O)c1ccc(Cl)cc1
32 | -2 | CC(C)[C@H](C)NC(=O)N(C)C[C@H]1OCc2ccccc2-c2c(n(C)c3ccccc23)C(=O)N([C@@H](C)CO)C[C@H]1C
33 | 5 | C[C@H]1CN([C@@H](C)CO)C(=O)c2cccc(NC(=O)c3ccncc3)c2O[C@@H]1CN(C)C(=O)Nc1cccc2ccccc12
34 | 0 | C[C@@H]1CCCCO[C@H](CN(C)Cc2ccc(C(=O)O)cc2)[C@H](C)CN([C@H](C)CO)C(=O)c2cc(NC(=O)C3CCCCC3)ccc2O1
35 | -5 | Cc1noc(C)c1S(=O)(=O)Nc1ccc2c(c1)C(=O)N([C@H](C)CO)C[C@@H](C)[C@@H](CN(C)S(=O)(=O)c1cccs1)OCCCC[C@H](C)O2
36 | 39 | O=C(NO)c1cccc(C(=O)N/N=C/c2ccc(O)c(O)c2)c1
37 | 0 | C[C@H](CO)N1C[C@H](C)[C@@H](CN(C)S(=O)(=O)c2cccs2)Oc2ncc(/C=C/c3ccccc3)cc2C1=O
38 | 1 | C[C@@H]1CCCCO[C@@H](CN(C)Cc2ccc(C(=O)O)cc2)[C@H](C)CN([C@@H](C)CO)C(=O)c2cc(NS(C)(=O)=O)ccc2O1
39 | 5 | C[C@H](CO)N1C[C@H](C)[C@H](CN(C)C(=O)Nc2ccccc2)Oc2c(NC(=O)c3nc4ccccc4s3)cccc2C1=O
40 | 0 | C[C@H](CO)N1C[C@H](C)[C@@H](CN(C)Cc2ccccc2C(=O)O)Oc2cc(-c3ccccc3)ccc2S1(=O)=O
41 | 1 | C[C@@H]1CN([C@H](C)CO)C(=O)Cc2cc(NC(=O)Cc3cn(C)c4ccccc34)ccc2O[C@H]1CN(C)CC1CC1
42 | -1 | Cc1noc(C)c1NC(=O)Nc1ccc2c(c1)C(=O)N([C@H](C)CO)C[C@@H](C)[C@@H](CN(C)Cc1ccncc1)OCCCC[C@H](C)O2
43 | 4 | COc1ccc(NC(=O)N(C)C[C@@H]2Oc3c(NS(=O)(=O)c4ccc(F)cc4)cccc3C(=O)N([C@@H](C)CO)C[C@H]2C)cc1
44 | -5 | C[C@@H]1CCCCO[C@@H](CN(C)S(=O)(=O)c2cccs2)[C@@H](C)CN([C@@H](C)CO)C(=O)c2cc(NS(=O)(=O)c3ccc(Cl)cc3)ccc2O1
45 | 11 | C[C@H]1CN([C@@H](C)CO)S(=O)(=O)c2ccc(C#Cc3ccncc3)cc2O[C@@H]1CN(C)C
46 | 3 | Cc1ccc(S(=O)(=O)Nc2cccc3c2O[C@H](CN(C)C)[C@H](C)CN([C@H](C)CO)C3=O)cc1
47 | 3 | Cc1ccc(S(=O)(=O)Nc2ccc3c(c2)C(=O)N([C@@H](C)CO)C[C@@H](C)[C@@H](CN(C)C(=O)Nc2ccc(F)cc2)O3)cc1
48 | -5 | CCC(=O)N(C)C[C@@H]1Oc2cc(C#CCC(C)C)ccc2S(=O)(=O)N([C@@H](C)CO)C[C@@H]1C
49 | 8 | C[C@@H]1CN([C@H](C)CO)C(=O)Cc2cc(NC(=O)Nc3ccc(F)cc3)ccc2O[C@H]1CN(C)C
50 | 0 | O=C(C[C@H]1C[C@@H]2c3cc(NC(=O)Cc4ccncc4)ccc3O[C@@H]2[C@@H](CO)O1)NCc1ccc2c(c1)OCO2
51 | -4 | CNC[C@H]1Oc2cc(C#CCC(C)C)ccc2S(=O)(=O)N([C@@H](C)CO)C[C@@H]1C
52 | -3 | C[C@H]1CN([C@@H](C)CO)C(=O)c2cccc(NC(=O)c3ccncc3)c2O[C@@H]1CN(C)C(=O)Nc1ccccc1
53 | 0 | C[C@@H]1CCCCO[C@H](CN(C)Cc2ccncc2)[C@@H](C)CN([C@H](C)CO)C(=O)c2cc(N(C)C)ccc2O1
54 | 11 | C[C@@H]1CCCCO[C@H](CN(C)S(=O)(=O)c2cccs2)[C@H](C)CN([C@H](C)CO)C(=O)c2cc(NC(=O)NC3CCCCC3)ccc2O1
55 | 4 | CNC[C@@H]1Oc2cc(C#Cc3ccc(F)cc3)ccc2S(=O)(=O)N([C@H](C)CO)C[C@H]1C
56 | 0 | C[C@@H]1CN([C@H](C)CO)C(=O)c2cc(C#Cc3ccccc3)cnc2O[C@H]1CN(C)C(=O)C1CC1
57 | 1 | Cc1noc(C)c1S(=O)(=O)Nc1ccc2c(c1)C(=O)N([C@@H](C)CO)C[C@@H](C)[C@@H](CN(C)C(=O)Nc1ccc3c(c1)OCO3)O2
58 | 2 | CC(C)C#Cc1cnc2c(c1)C(=O)N([C@@H](C)CO)C[C@H](C)[C@@H](CN(C)Cc1ccccc1F)O2
59 | -2 | C[C@H]1CN([C@@H](C)CO)S(=O)(=O)c2ccc(C#CCN(C)C)cc2O[C@H]1CN(C)Cc1cccnc1
60 | 3 | C[C@@H]1CN([C@H](C)CO)C(=O)Cc2cc(N(C)C)ccc2O[C@@H]1CN(C)S(=O)(=O)c1cccs1

In a second layout: five of the compounds above
nr | Molecule | NSD2 block
32 | CC(C)[C@H](C)NC(=O)N(C)C[C@H]1OCc2ccccc2-c2c(n(C)c3ccccc23)C(=O)N([C@@H](C)CO)C[C@H]1C | -2
33 | C[C@H]1CN([C@@H](C)CO)C(=O)c2cccc(NC(=O)c3ccncc3)c2O[C@@H]1CN(C)C(=O)Nc1cccc2ccccc12 | 5
34 | C[C@@H]1CCCCO[C@H](CN(C)Cc2ccc(C(=O)O)cc2)[C@H](C)CN([C@H](C)CO)C(=O)c2cc(NC(=O)C3CCCCC3)ccc2O1 | 0
35 | Cc1noc(C)c1S(=O)(=O)Nc1ccc2c(c1)C(=O)N([C@H](C)CO)C[C@@H](C)[C@@H](CN(C)S(=O)(=O)c1cccs1)OCCCC[C@H](C)O2 | -5
36 | O=C(NO)c1cccc(C(=O)N/N=C/c2ccc(O)c(O)c2)c1 | 39

Next records.
cpd | NSD2 block | compound
61 | 3 | CC(C)CC#Cc1cnc2c(c1)C(=O)N([C@H](C)CO)C[C@@H](C)[C@H](CN(C)C(=O)c1ccc3c(c1)OCO3)O2
62 | -5 | C[C@@H]1CN([C@@H](C)CO)C(=O)c2cccc(NS(=O)(=O)c3ccc(Cl)cc3)c2O[C@H]1CN(C)Cc1ccc(C(=O)Nc2ccccc2N)cc1
63 | 0 | O=C(C[C@H]1CC[C@@H](NC(=O)c2cccnc2)[C@@H](CO)O1)NCc1ccc(Cl)c(Cl)c1
64 | 11 | C[C@H]1CN([C@@H](C)CO)C(=O)c2cc(NC(=O)C3CCCCC3)ccc2O[C@@H]1CN(C)CC1CC1
65 | 3 | Cc1ccc(S(=O)(=O)Nc2ccc3c(c2)C(=O)N([C@@H](C)CO)C[C@@H](C)[C@H](CN(C)Cc2ccc4c(c2)OCO4)OCCCC[C@@H](C)O3)cc1
66 | 10 | COc1ccccc1S(=O)(=O)N[C@H]1C=C[C@H](CC(=O)NCc2cccc(F)c2)O[C@H]1CO
67 | 2 | Cc1noc(C)c1NC(=O)Nc1cccc2c1O[C@@H](CN(C)C(=O)NC1CCCCC1)[C@@H](C)CN([C@@H](C)CO)C2=O
68 | -11 | O=C(CCCCC(=O)N/N=C/c1ccc(-c2ccccc2)c(F)c1)NO
69 | 1 | O=C(NO)c1ccc(C(=O)N/N=C/c2ccccc2[N+](=O)[O-])cc1
70 | -2 | C[C@@H]1CCCCO[C@@H](CN(C)C(=O)CCCN(C)C)[C@@H](C)CN([C@H](C)CO)C(=O)c2cc(N(C)C)ccc2O1
71 | 38 | COc1ccc(CN(C)C[C@@H]2Oc3ccc(NC(=O)Nc4cccc5ccccc45)cc3CC(=O)N([C@@H](C)CO)C[C@@H]2C)cc1
72 | 4 | C[C@@H]1CCCCO[C@H](CN(C)Cc2ccccc2)[C@@H](C)CN([C@H](C)CO)C(=O)c2cc(NS(C)(=O)=O)ccc2O1
73 | -3 | CC1(C)CC[C@]2(C(=O)O[C@@H]3O[C@H](CO)[C@@H](O)[C@H](O)[C@H]3O)CC[C@]3(C)C(=CCC4[C@@]5(C)CC[C@H](O[C@@H]6O[C@H](CO)[C@@H](O)[C@H](O)[C@H]6O)[C@@](C)(CO)C5CC[C@]43C)[C@@H]2C1 (stereo not given in full)
74 | 0 | C[C@@H]1CN([C@@H](C)CO)C(=O)c2cc(NC(=O)NC3CCCCC3)ccc2O[C@@H]1CN(C)C(=O)Nc1cccc2ccccc12
75 | 4 | CNC[C@H]1Oc2c(NS(=O)(=O)c3ccc(Cl)cc3)cccc2C(=O)N([C@@H](C)CO)C[C@@H]1C

Single entries from above:
NSD2 block, compound 70 : -2
NSD2 block, compound 68 : -11

Three of the entries above in order of their number in NSD2 block, highest first:
# | SMILES | NSD2 block
61 | CC(C)CC#Cc1cnc2c(c1)C(=O)N([C@H](C)CO)C[C@@H](C)[C@H](CN(C)C(=O)c1ccc3c(c1)OCO3)O2 | 3
74 | C[C@@H]1CN([C@@H](C)CO)C(=O)c2cc(NC(=O)NC3CCCCC3)ccc2O[C@@H]1CN(C)C(=O)Nc1cccc2ccccc12 | 0
68 | O=C(CCCCC(=O)N/N=C/c1ccc(-c2ccccc2)c(F)c1)NO | -11

An excerpt; count on the stated rates, not on these rows.
